# Compound activity as filed in PubChem.
# PMI act – activators of human PMI, primary screen, biochemical, fluorescence intensity, near-Km mannose 6-phosphate | Mannose-6-phosphate isomerase (Homo sapiens), P34949 | purified human PMI, coupled resazurin fluorescence, 20 min; stronger effect = higher value; 1 = vehicle control, 0 substrate-free wells | activation factor at 20 µM | 0.005% of 190,000 active | AID 1214, 2008;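 active = activation factor of 2 or more at 20 µM, relative to plate controls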
# Target sequence (P34949 whole entry, looked up): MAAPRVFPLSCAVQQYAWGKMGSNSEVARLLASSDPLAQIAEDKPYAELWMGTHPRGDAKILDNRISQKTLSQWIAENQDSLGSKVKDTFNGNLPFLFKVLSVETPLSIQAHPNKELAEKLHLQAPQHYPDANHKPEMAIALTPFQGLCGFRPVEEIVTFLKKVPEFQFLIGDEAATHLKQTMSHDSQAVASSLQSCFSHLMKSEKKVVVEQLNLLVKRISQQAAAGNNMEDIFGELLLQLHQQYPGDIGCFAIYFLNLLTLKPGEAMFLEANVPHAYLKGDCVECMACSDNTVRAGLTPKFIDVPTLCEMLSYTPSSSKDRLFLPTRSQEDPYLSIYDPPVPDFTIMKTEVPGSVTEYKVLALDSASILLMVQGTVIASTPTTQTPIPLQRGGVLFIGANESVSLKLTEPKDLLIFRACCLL
# Lmaj promast – Leishmania major promastigote growth inhibition, primary screen | 9% of 200,000 active | inhibition, % at 10 µM | Leishmania major promastigotes, resazurin fluorescence viability; in the data active = inhibition above about 50%;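 also: promastigotes grown with compound for 44 hours at 28 °C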
# bIAP activator – bovine intestinal alkaline phosphatase activators, primary screen, biochemical, bovine IAP, CDP-star luminescence; alkaline phosphatase, intestinal [Bos taurus]; purified bovine IAP, 30 min; stronger effect = higher value; fold of DMSO-control signal, blank-subtracted; activation factor at 20 µM; 0.17% of 200,000 active;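 active = activation factor of 2 or more at 20 µM, a signal rise over negative controls twice the positive control's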
# TNAP inh noacc – human TNAP enzyme inhibitors, primary screen, biochemical, luminescent, no phosphate acceptor, uHTS; purified TNAP, CDP-star luminescence, 30 min; inhibition, % at 20 µM; 0.26% of 200,000 active; AID 1012, 2008;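 active = tissue-nonspecific alkaline phosphatase inhibition above about 50% at 20 µM in the single-dose screen, limit read from the data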;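 also: 0% = DMSO negative control and 100% = EDTA positive control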
# Target sequence (P05186 whole entry, looked up): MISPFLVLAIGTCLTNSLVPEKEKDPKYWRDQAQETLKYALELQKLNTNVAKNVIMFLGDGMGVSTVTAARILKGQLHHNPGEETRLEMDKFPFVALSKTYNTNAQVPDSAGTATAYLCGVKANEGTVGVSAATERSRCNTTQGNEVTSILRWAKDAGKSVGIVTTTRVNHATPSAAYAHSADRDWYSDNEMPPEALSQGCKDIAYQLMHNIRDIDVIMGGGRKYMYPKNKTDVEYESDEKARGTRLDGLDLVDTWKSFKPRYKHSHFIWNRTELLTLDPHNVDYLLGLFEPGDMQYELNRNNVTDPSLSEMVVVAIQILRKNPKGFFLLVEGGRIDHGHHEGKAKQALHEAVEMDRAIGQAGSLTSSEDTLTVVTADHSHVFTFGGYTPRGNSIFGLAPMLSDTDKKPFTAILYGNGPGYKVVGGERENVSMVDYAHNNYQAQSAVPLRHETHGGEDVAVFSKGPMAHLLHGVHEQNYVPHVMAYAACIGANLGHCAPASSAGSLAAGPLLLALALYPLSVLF
# Diaphorase act – compounds boosting diaphorase resazurin reduction – biochemical, uHTS, resorufin fluorescence, counter-screen for diaphorase-coupled primary assays, primary screen; Diaphorase/resazurin coupled assay, 16 min; stronger effect = higher value; 1 = vehicle wells, 0 = NADH-free wells; activation factor at 20 µM; 0.005% of 190,000 active; AID 1229, 2008;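 active = diaphorase activity raised at least twofold by the compound at 20 µM; inactive = activation factor below 2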
#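 test system = bacterial diaphorase enzyme (C. kluyveri) | quantity = enzyme 0.07 U/mL final | reagent = NADH substrate 0.114 mM plus resazurin dye 0.1 mM, final | incubation = 16 min enzyme reaction, ambient temperature | buffer or medium = HEPES pH 7.4 buffer with MgCl2 and Tween 20 | signal = fluorescence of resorufin, 544 nm excitation, 590 nm emission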
# TNAP inh hiacc – human TNAP enzyme inhibitors, primary screen, biochemical, luminescent, high phosphate acceptor level, uHTS; Alkaline phosphatase, tissue-nonspecific isozyme (Homo sapiens), P05186; purified TNAP, CDP-star luminescence, 1 M DEA; inhibition, % at 20 µM; 0.03% of 200,000 active; AID 1135, 2008;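 active = over 50% inhibition of tissue-nonspecific alkaline phosphatase at 20 µM in the single-dose screen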;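 also: plate controls were DMSO wells for no effect and EDTA-quenched wells as full inhibition for full effect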
# Diaphorase inh – diaphorase inhibitors and chemical oxidizers, primary screen, counter-screen for diaphorase-coupled primary assays, biochemical, uHTS, resorufin fluorescence | 0.69% of 190,000 active | inhibition, % at 20 µM | diaphorase resazurin-to-resorufin fluorescence, NADH, 16 min; bacterial (C. kluyveri) enzyme, not human;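 active = primary screen inhibition at 20 µM above a set limit, cut at about 50% in these data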;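 also: plate controls were DMSO with full reaction for no effect and wells lacking NADH for full effect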
#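 Detection: fluorescence of resorufin formed from resazurin, Ex 544/Em 590 nm; test system: Clostridium kluyveri diaphorase enzyme; amount: 0.14 U/mL diaphorase, enzyme working solution; times: 16-min room-temperature incubation before reading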
# TNAP act hi DEA – TNAP activators at high phosphate acceptor level, primary screen, biochemical, luminescence, uHTS. activation factor at 20 µM. 200,000 tested, under 10 active. AID 1136, 2008. Alkaline phosphatase, tissue-nonspecific isozyme (Homo sapiens), P05186. purified TNAP, CDP-star luminescence, 1 M DEA, 30 min; stronger effect = higher value; 0 = EDTA background, 1 = DMSO-only activity;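 active = activation factor at least 2 at 20 µM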
#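 system = human TNAP | amount = enzyme diluted 1/800 final | reagent = 100 µM CDP-star substrate | signal = luminescent substrate turnover signal | dosing = one dose, 20 µM | benchmarks = EDTA negative control, DMSO positive control | measure = activation factor | timing = 30 min reaction, room temperature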
# bIAP inh – bovine intestinal alkaline phosphatase inhibitors, primary screen, selectivity assay for TNAP inhibitor project, biochemical, bovine IAP, CDP-star luminescence. 190,000 tested, under 10 active. alkaline phosphatase, intestinal [Bos taurus]. inhibition, % at 20 µM. purified bovine IAP, 30 min. AID 1019, 2008;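 active = over 50% inhibition of intestinal alkaline phosphatase at 20 µM in the single-dose screen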
#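 System: Purified bovine intestinal alkaline phosphatase (IAP) enzyme | Input: IAP diluted 1/65,000,000 in the well | Also added: CDP-star chemiluminescent phosphatase substrate, 30 µM final | Dosing: 20 µM single dose | Times: Enzyme reaction for 30 min at room temperature | Detection: Luminescence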
# PMI act satM6P – human PMI activators, high substrate, primary screen, biochemical, fluorescence intensity, near-saturating mannose 6-phosphate | coupled PMI enzyme assay, resazurin fluorescence, 20 min; stronger effect = higher value; 1 = untreated enzyme, 0 = substrate-free blank | activation factor at 20 µM | 0.34% of 190,000 active | AID 1216, 2008;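 active = activation factor of 2 or more at 20 µM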
#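 Test system: human phosphomannose isomerase with PGI, G6PDH, diaphorase coupling enzymes; amount: 15 ng/mL PMI; incubation: enzyme reaction with compound 20 min at room temperature; technique: resorufin fluorescence (Ex 544/Em 590 nm) from resazurin via diaphorase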
# Numbers without * were called inactive; x = no result given.
mol	TNAP inh noacc	Lmaj promast	Diaphorase act	bIAP activator	TNAP act hi DEA	bIAP inh	TNAP inh hiacc	PMI act satM6P	PMI act	Diaphorase inh
CC1(C)CC(=O)c2sc(NS(=O)(=O)c3ccc(F)cc3)nc2C1	-4.0	-8.8	0.9	1	1	-0.8	-4.2	1.1	1.1	11.9
C=CCNc1ncnc2c1[nH]c1ccc(C)cc12	-13.5	82.9*	1	0.9	1.1	12.0	-5.8	1	1	2.3
CCOP(=O)(OCC)C(NC(=O)Nc1cccc(Cl)c1)C(N)=O (stereo unspecified)	-6.5	-1.6	1	1	1	-2.9	-1.6	1	0.9	0.8
CCCCOc1ccc(N2C(=O)CC(NCc3ccncc3)C2=O)cc1 (stereo unspecified)	2.7	-3.8	0.9	0.9	1	11.0	-0.1	1	1.1	5.5
CC(=O)Nc1ccc(NC(=O)Oc2ccccc2)cc1	-8.7	16.4	0.9	0.9	1	9.8	-0.4	0.9	1	7.5
COc1c(/C=N/Nc2ccc([N+](=O)[O-])cc2[N+](=O)[O-])c(C)nn1-c1ccccc1	23.4	0.9	0.9	0.7	0.8	25.2	22.2	0.8	0.9	10.7
Nc1cc(-c2nn[nH]n2)ccc1F	-6.0	0.3	0.7	0.9	1	6.9	-4.2	0.9	0.9	27.6
O=C(COC(=O)CCOc1ccccc1)Nc1ccc(Cl)cn1	-19.1	-1.1	0.8	0.9	1	7.8	-4.0	0.9	1	15.9
Cc1nn(-c2ccccc2)c2c1C(=O)N(Cc1ccccc1)C(=O)C(C)(C)C2	-10.2	83.6*	0.9	1.1	1.1	-5.0	-5.3	1	1	11.2
COC(=O)CCCCCCCCCC[N+]1(C)CCCCC1	-18.3	16.9	0.9	1	1.1	4.7	-5.2	1	0.7	10.3
COc1ccc(-c2[nH]ncc2CNCCc2ncccc2C)cc1F	16.9	-2.4	x	1.2	1	-21.1	-4.6	x	x	x
CCOC(=O)/C(C#N)=C1/C=CN(C)C=N1	-14.6	-3.2	1	1	1.1	0.6	-5.6	1	1	-4.8
O=C(Cc1ccccc1)N/N=C/c1ccc2c(c1)OCO2	3.2	-4.9	1	1.1	1	-5.3	4.8	1	1	3.5
C#CCOCCOCCOCCNc1nc(N2CCN(C(=O)[C@H](Cc3ccc(O)cc3)n3cc([C@@H](N)CC(C)C)nn3)CC2)nc(N2CCN(C(=O)[C@H](Cc3ccc(O)cc3)n3cc([C@@H](N)CC(C)C)nn3)CC2)n1	-33.5	-3.2	1.1	1.5	1.1	-46.8	-7.7	1.2	1.1	-12.8
Cc1ccc(S(=O)(=O)N2CCCCC2)cc1NC(=O)C1CCCO1 (stereo unspecified)	-11.7	6.0	0.8	1.1	1	-5.8	-4.3	0.9	1	17.6
C/C(=N/OC(=O)C1CC12CCC2)c1ccc(Br)cc1 (stereo unspecified)	-14.1	-1.2	0.8	0.8	1	15.3	-3.2	1	1.1	18.4
COc1cccc(N2CCN(C(c3ccccn3)c3nnnn3C(C)(C)C)CC2)c1 (stereo unspecified)	-6.9	-3.7	0.9	0.9	1	5.5	-2.9	1	1.1	5.2
FC(F)(F)c1cc(-c2ccccc2)nc(NCC2CCCO2)n1 (stereo unspecified)	-8.1	2.3	0.8	0.9	1.1	11.3	-5.0	0.9	0.9	18.7
Cc1nnsc1Sc1cccc(C(F)(F)F)c1	-8.6	-9.3	0.8	0.8	1	17.0	-1.4	0.9	0.9	19.1
Nc1nnc(CSCc2ccc(Cl)cc2)s1	-8.5	-3.9	0.8	0.8	1	20.6	-4.4	0.9	0.9	16.2
CN(C)C(=O)c1nnc(Cc2ccc(Cl)cc2)o1	-10.7	-7.6	1	0.8	1	15.7	-4.0	1	1	3.9
COCCCNC(=O)Cn1nnc(-c2ccc(NC(=O)c3ccc(F)cc3)cc2)n1	-3.5	-5.7	0.9	0.9	1	11.6	0.3	0.9	0.9	7.7
Cc1cc(=O)oc(C)c1C(=O)NCCNC(=O)c1c(C)cc(=O)oc1C	-13.1	-2.9	0.9	0.9	1	7.9	-4.6	1	1	7.9
O=C(CSc1nnnn1-c1ccccc1)N1N=CCC1c1ccccc1 (stereo unspecified)	-0.5	-2.9	0.6	1	1	-1.1	0.4	1	0.9	36.5
Cc1ccc(-c2nnn(CC(=O)N(c3ccccc3F)C(C(=O)NC3CCCC3)c3ccco3)n2)o1 (stereo unspecified)	-2.0	11.8	0.7	0.9	1.1	12.6	-10.4	0.9	0.9	27.0

# Just Lmaj promast (two entries from above):
canonical_smiles | Lmaj promast
CN(C)C(=O)c1nnc(Cc2ccc(Cl)cc2)o1 | -7.6
COCCCNC(=O)Cn1nnc(-c2ccc(NC(=O)c3ccc(F)cc3)cc2)n1 | -5.7

# Complete entries, quoted from the list. Screens in order: TNAP inh noacc | Lmaj promast | Diaphorase act | bIAP activator | TNAP act hi DEA | bIAP inh | TNAP inh hiacc | PMI act satM6P | PMI act | Diaphorase inh
# COc1cccc(N2CCN(C(c3ccccn3)c3nnnn3C(C)(C)C)CC2)c1 (stereo unspecified) is listed with -6.9 | -3.7 | 0.9 | 0.9 | 1 | 5.5 | -2.9 | 1 | 1.1 | 5.2
# COC(=O)CCCCCCCCCC[N+]1(C)CCCCC1 is listed with -18.3 | 16.9 | 0.9 | 1 | 1.1 | 4.7 | -5.2 | 1 | 0.7 | 10.3
# Nc1cc(-c2nn[nH]n2)ccc1F is listed with -6.0 | 0.3 | 0.7 | 0.9 | 1 | 6.9 | -4.2 | 0.9 | 0.9 | 27.6

# Remaining list, next part
mol	TNAP inh noacc	Lmaj promast	Diaphorase act	bIAP activator	TNAP act hi DEA	bIAP inh	TNAP inh hiacc	PMI act satM6P	PMI act	Diaphorase inh
Nc1ccccc1Sc1ccccc1[N+](=O)[O-]	-6.2	-3.5	0.8	1.1	1	-10.1	2.1	0.6	0.8	20.2
CCN(CC(=O)c1c(N)n(C)c(=O)n(C)c1=O)c1cccc2ccccc12	-8.3	-8.0	0.8	1.1	0.9	-9.6	6.3	1	1.2	16.2
CC(C)OC(=O)CSc1nnc(-c2ccc(Cl)cc2)n1N	-3.9	1.4	0.9	0.8	1.1	15.7	-5.1	1.1	1	9.9
CCCn1c(=O)[nH]c(=O)c2c1nc(-c1ccc(OC(F)(F)C(F)C(F)(F)F)cc1)n2CCOC (stereo unspecified)	1.8	-2.9	0.8	1	1	2.0	-3.9	1.3	1.1	16.3
O=C(Nc1ccc(F)cc1)OCCN1CCN(Cc2ccccc2)CCC1=O	-7.7	24.0	0.9	0.9	1.1	8.7	-5.0	0.9	1	12.0
COC(=O)c1cc(Sc2c(Cl)cccc2Cl)ccn1	-9.4	19.2	0.8	1.1	1	-6.8	1.3	1.1	1.4	18.7
CCCn1c(SCC(=O)Nc2cccc(Cl)c2Cl)n[nH]c1=O	14.5	-5.9	0.9	1	1	-2.6	-2.3	1	1	6.0
O=C1CCCN1c1cc(Cl)ccc1Cl	-5.4	-2.3	1	0.9	1	10.2	2.1	1.1	0.9	1.8
COc1cccc(C2CC(=O)Nc3c2c(=O)n(C)c(=O)n3C)c1OC (stereo unspecified)	-16.4	-3.6	0.8	1	1	3.0	-4.9	0.9	1	16.2
COc1ccc(CNC(=O)COC(=O)c2ccccc2C(=O)c2ccccc2)cc1	-10.4	14.2	0.9	0.9	1.1	9.4	-5.8	1	1	6.4
CC(C)(C)c1ccc(C(=O)NNC(=O)C2CCCCC2)cc1	-136.9	5.8	0.9	0.7	1	28.2	-1.3	0.9	0.9	7.9
CC(C)C(=O)Nc1nnc(SCC(=O)NCc2ccc3c(c2)OCO3)s1	-3.7	-1.5	0.9	1	1	-2.5	2.1	0.9	1	8.4
O=C1NC(=O)C2(COC3(CCCC3)OC2)S1	-12.6	-0.8	0.9	1	1.1	1.9	-5.1	0.9	0.9	11.9
O=C(O)C(Cc1ccccc1)N1CCS(=O)(=O)CC1 (stereo unspecified)	-7.1	1.9	1.2	1.2	1.1	-15.8	-7.6	1.3	1.3	-20.9
O=C(CCS(=O)(=O)c1ccc(Cl)cc1)NCCN1C(=O)S/C(=C\c2ccccc2F)C1=O	2.4	5.5	0.9	0.9	1	11.2	-0.2	0.9	0.8	14.2
CCOc1ncccc1C(=O)OCC(=O)Nc1c(C)cccc1C	-5.2	-3.3	0.9	1	1	0.9	-0.3	1	1	5.5
Cc1cc(C)c(C)c(S(=O)(=O)N2C(=S)NC(=O)C2CC(C)C)c1C (stereo unspecified)	-1.5	4.2	0.9	0.9	1	8.3	1.8	0.9	0.9	9.5
Cc1nc2c(C#N)c[nH]n2c(=O)c1Cc1ccccc1	0.6	1.1	1	1	1	-2.6	-4.0	1.1	1.2	2.6
COc1ccccc1CNc1nc2nc3c(c(=O)n2[nH]1)CCC3	3.8	-1.4	0.9	0.9	1	8.5	-3.5	1	1.1	13.2
CCOC(=O)c1c(NC(C)=O)sc2c(O)c(Br)ccc12	-18.0	-5.3	0.7	0.9	1.1	8.8	-5.4	0.9	0.8	29.4
Cn1nnnc1NCc1cccc(Cl)c1	-4.7	-3.9	1	1	1	-4.5	-3.7	1	1	4.8
CC(=O)Nc1sc2c(c1C(=O)N1CCOCC1)CCCCC2	-11.5	-1.6	1	1	1	-2.1	-3.3	1	1	-3.7
COc1cccc(NC(=O)Cn2c(CCC(=O)O)ccc2-c2cccs2)c1	-16.9	-8.1	0.9	1.1	1.1	-13.6	-5.4	0.9	0.9	12.3
COC(=O)c1cc(S(=O)(=O)NC2CCN(Cc3ccccc3)CC2)cn1C	-19.0	79.3*	1	1.1	1.1	-7.6	-6.3	0.9	0.9	0.4
COc1cccc(Nc2ccc(C(=O)O)cc2[N+](=O)[O-])c1	15.3	-2.4	0.8	0.6	0.8	44.2	20.3	1	0.9	16.3

# The order is random, and some 10% of all compounds hit somewhere here.
